UBC13 polyUb = human UBC13 polyubiquitination inhibition | P61088 | UBC13 polyubiquitin chain formation, TR-FRET | inhibition, % at 20 µM | actives 0.47% (n = 330,000); in the data active = inhibition above about 45%, passing the limit was not always enough
CXCR6 inh = inhibitors of human CXCR6 receptor; O00574; CHO-K1 PathHunter CXCR6 beta-arrestin, luminescence; inhibition, % at 20 µM; actives 0.36% (n = 360,000); in the data active = inhibition above about 34%, passing the limit was not always enough;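 note: antagonist mode with CXCL16 agonist at 10 nM final; 0% = 10 nM CXCL16 with DMSO and 100% = unstimulated wells without agonist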
Target sequence (O00574 whole entry, looked up): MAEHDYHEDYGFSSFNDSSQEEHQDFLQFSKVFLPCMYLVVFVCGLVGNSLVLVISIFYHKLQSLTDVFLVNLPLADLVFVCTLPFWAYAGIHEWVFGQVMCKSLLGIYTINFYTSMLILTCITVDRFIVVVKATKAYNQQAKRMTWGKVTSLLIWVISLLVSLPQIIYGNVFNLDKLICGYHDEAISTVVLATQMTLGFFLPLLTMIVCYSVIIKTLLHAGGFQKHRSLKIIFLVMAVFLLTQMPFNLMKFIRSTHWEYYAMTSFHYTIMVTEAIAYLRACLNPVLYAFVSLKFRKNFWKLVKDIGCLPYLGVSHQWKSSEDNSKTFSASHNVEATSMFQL
APJ ag = agonists of human APJ apelin receptor; P35414; CHO-K1 APJ PathHunter beta-arrestin, luminescence; 0% DMSO wells, 100% apelin; activation, % at 20 µM; actives 0.11% (n = 330,000); AID 2520;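 active = activation more than six SD over the plate average, tested at 20 µM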;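 note: 0% = DMSO alone and 100% = apelin-13 at 10 nM; some results filed as inactive read as strong as hits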
Target sequence (P35414 whole entry, looked up): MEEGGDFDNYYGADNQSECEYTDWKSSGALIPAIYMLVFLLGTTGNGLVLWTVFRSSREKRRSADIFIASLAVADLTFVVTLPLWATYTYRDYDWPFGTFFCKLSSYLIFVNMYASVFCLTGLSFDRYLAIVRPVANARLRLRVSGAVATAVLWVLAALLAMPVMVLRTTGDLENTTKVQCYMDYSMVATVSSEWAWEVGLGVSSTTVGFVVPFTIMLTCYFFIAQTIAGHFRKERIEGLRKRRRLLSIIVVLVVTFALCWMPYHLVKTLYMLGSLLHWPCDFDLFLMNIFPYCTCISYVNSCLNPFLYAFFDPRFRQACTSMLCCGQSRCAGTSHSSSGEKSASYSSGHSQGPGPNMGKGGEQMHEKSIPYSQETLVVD
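Assay system: CHO-K1 cells stably expressing ProLink-tagged human APJ and arrestin–beta-gal acceptor. Compound dosing: 20 µM single point, 1% DMSO. Times: 16-18 h seeding, 90 min dark compound exposure, 60 min detection. Detection: beta-gal luminescence. Evaluation: APJ–arrestin association signal. Controls: negative DMSO alone, positive Apelin-13 at 10 nM.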
ATG4B inh = ATG4B (human) cysteine protease inhibition; ATG4B cleavage of LC3-PLA2, NBD-HPC fluorescence, 1 h; Q9Y4P1; AID 504462; actives 0.51% (n = 340,000); inhibition, % at 8.33 µM; in the data active = inhibition above about 40%
EBI2 antag = blocks human EBI2 receptor beta-arrestin signaling | AID 651636 | EBI2 beta-arrestin recruitment, luminescence, 7a,25-OHC stimulated | actives 0.81% (n = 360,000) | P32249 | inhibition, % at 5 µM; in the data active = inhibition above about 38%;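 note: enzyme fragment complementation signal reports receptor beta-arrestin coupling in cells; 0% = agonist plus DMSO wells and 100% = wells without agonist; some results beyond the cut were filed as inactive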
CCR6 antagonist = CCR6 (human) receptor antagonism; P51684; CHO-K1 CCR6 PathHunter beta-arrestin, luminescence, CCL20-stimulated; actives 0.49% (n = 340,000); inhibition, % at 20 µM;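 active = compounds whose inhibition of the agonist-driven luminescence signal at 20 µM reaches about 50%, limit read from the data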;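 note: cells stimulated with CCL20 at 14 nM final; plate controls were DMSO with CCL20 for no effect and DMSO without agonist for full effect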
Target sequence (P51684 whole entry, looked up): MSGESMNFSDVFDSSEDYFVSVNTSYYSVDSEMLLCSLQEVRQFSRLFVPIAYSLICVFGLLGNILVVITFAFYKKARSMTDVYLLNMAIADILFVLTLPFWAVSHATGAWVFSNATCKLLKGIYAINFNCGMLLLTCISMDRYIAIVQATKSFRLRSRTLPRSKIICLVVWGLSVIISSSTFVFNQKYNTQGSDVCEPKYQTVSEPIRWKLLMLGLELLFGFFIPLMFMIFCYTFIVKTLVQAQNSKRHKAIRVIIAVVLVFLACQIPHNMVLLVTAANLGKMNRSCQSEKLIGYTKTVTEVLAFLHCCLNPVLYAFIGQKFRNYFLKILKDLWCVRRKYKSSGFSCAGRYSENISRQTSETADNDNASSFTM
APJ antag = antagonists of human APJ apelin receptor; CHO-K1 APJ beta-arrestin complementation, luminescence; inhibition, % at 20 µM; actives 0.32% (n = 330,000);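 active = inhibition above about 40% at 20 µM, limit read from the data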;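 note: cells challenged with 10 nM apelin-13 agonist together with compound; plate controls were apelin-13 plus DMSO wells for no effect and DMSO wells lacking apelin-13 for full effect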
Gli-Sufu block = antagonists of Gli-Sufu signaling; Sufu-KO-LIGHT fibroblasts, Gli luciferase reporter luminescence; inhibition, % at 5 µM; actives 0.74% (n = 340,000);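 active = inhibition above about 55%, limit read from the data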;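 note: 0% = DMSO-treated cells and 100% = wells with medium but no cells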
* = called active by the depositor; x = not tested or not shown.

SMILES	UBC13 polyUb	CXCR6 inh	APJ ag	ATG4B inh	EBI2 antag	CCR6 antagonist	APJ antag	Gli-Sufu block
Cc1csc(CNC(=O)c2cc(COc3c(C)cccc3C)on2)n1	-2	-4	-3	26	8	3	-48	30
CC(C)(C)C(=O)Nc1ccccc1C(=O)Nc1ccccn1	-4	2	-1	-3	-9	-6	13	1
COc1cccc(C(=O)N2CCC(CCC(=O)Nc3cccc(C)c3)CC2)c1	-4	16	-1	0	12	28	10	1
COc1cccc(CNC(=O)c2nnn(CC(=O)Nc3cc(C)ccc3C)c2N)c1	1	7	3	-6	6	-6	18	-9
CCS(=O)(=O)N1CCC(C(=O)NCc2cccnc2)CC1	2	3	-1	0	0	4	0	0
CC(=O)c1cccc(NCC(=O)Nc2cccc(S(=O)(=O)N3CCCCC3)c2)c1	15	8	7	-13	-4	2	-18	5
CCOc1ccc(-c2nn3c(-c4ccc(F)cc4)nnc3s2)cc1	8	3	-2	7	-11	-4	18	6
CCOc1ccccc1NC(=S)N1CCC(c2nc3ccccc3o2)CC1	5	0	-2	4	5	19	-1	-2
Cc1ccc(CN2CCN(c3ccccc3)CC2)o1	9	0	-4	3	-3	-4	1	13
Clc1ccc2c(NCc3ccccn3)ccnc2c1	3	-4	1	-1	-1	9	-15	12
CCOc1ccc2c(c1)s/c(=N\S(=O)(=O)c1ccc(OC)cc1)n2C(F)F	7	-9	-2	-8	0	-1	-6	55
Clc1ccc(C2[C@H]3CN(CC4CCCCC4)[C@H](c4ccccc4)C34CC2(c2cccnc2)C4)cn1 (stereo partly drawn)	-13	-8	8	0	5	17	7	-9
CCN(c1ccccc1)S(=O)(=O)c1cc2c(cc1C)N(C)CCO2	0	6	-5	-4	2	13	-8	-2
Cc1nc(NCc2ccco2)nc2c1C(=O)CC(C)C2 (stereo not drawn)	3	-6	-1	-1	-2	-6	8	8
COc1cc(OC)cc(-c2c(-c3cccs3)c3cc(-c4ccc5[nH]ccc5c4)ccc3n2C)c1	31	6	-3	-7	-1	-4	-6	13
O=C(CN1C(=O)c2ccccc2C1=O)Nc1ccccc1F	5	-3	-4	-8	-13	2	8	0
Cc1ccc(Cl)cc1N1CCN(C(=O)C(=O)N2CCCCC2)CC1	2	-1	-2	0	-12	1	5	6
COCCCn1c(=N)c(C(=O)NCC2CCCO2)cc2c(=O)n3cccc(C)c3nc21 (stereo not drawn)	8	3	-4	-8	2	1	16	12
Cc1cc2cccc(C)c2nc1SCC(=O)N(C)c1nc(-c2ccccc2)cs1	-10	10	-3	0	-3	-6	10	4
Cc1ccc(S(=O)(=O)NCC(=O)NCC2CCCCC2)cc1C	6	5	-4	-1	6	9	12	-10
COCCN(CC(=O)Nc1cccc(C)c1C)C(=O)Cn1cnc2ccccc2c1=O	4	11	-4	-9	-13	-7	12	-11
CC(C)(C)c1ccc(C(=O)NNc2ncccc2-n2cccc2)cc1	-8	7	-4	-5	3	16	0	9
N#Cc1ccsc1NC(=O)COC(=O)C1=NNC(=O)CC1	-21	1	-3	-1	4	4	5	x
CCOC(=O)C1=C(C)NC(=O)NC1c1ccsc1 (stereo not drawn)	14	7	-4	-11	-3	-10	8	3
CCOC(=O)C1=C(C)NC(C)=C(C(=O)OCC)C1c1cn(-c2ccccc2)nc1-c1ccco1	-2	12	-1	-11	-5	12	-7	1
CCOc1ccccc1NC(=O)C(OC(=O)c1ccccc1NS(=O)(=O)c1cccs1)c1ccccc1 (stereo not drawn)	-5	3	-2	-13	5	-1	3	3
COC(=O)c1ccc2c(=O)n(CCN3CCOCC3)c(SCC(=O)Nc3ccccc3Cl)nc2c1	11	-1	-2	-4	19	3	8	-11
O=C(CSc1nnc(NC(=O)c2ccccc2)s1)NCC1CCCO1 (stereo not drawn)	-6	-2	-2	1	0	-3	2	-53
O=C(NCc1nc(-c2ccc(C(F)(F)F)cc2)no1)c1cccs1	2	-10	4	-10	-6	5	7	-15
O=C(Cn1ncc2c([nH]c3ccccc32)c1=O)Nc1ccc(F)cc1F	-9	-3	-3	-2	-7	13	-32	38
CC(=O)Nc1ccc(NC(=O)COC(=O)[C@@H]2CCCN2C(=O)c2cccs2)cc1	9	1	-2	4	-14	4	1	-3
C/C(=N/NC(=O)CNc1ccc(Cl)cc1C)c1ccc(C)cc1	3	-3	0	-8	-5	1	-9	10
O=C(c1ccc2c(c1)OCO2)C1CCCN(Cc2ccc3nsnc3c2)C1 (stereo not drawn)	14	1	-1	-16	-4	17	10	8
COc1ccc(C(=O)Nc2cc3c4c(c2)C(C)C(=O)N4CCC3)c(OC)c1 (stereo not drawn)	-1	-2	-2	-4	-6	7	18	-2
COc1ccc(S(=O)(=O)N2CCN(c3ccc(F)cc3)CC2)cc1C(=O)N1CCCC1	0	1	-1	-2	0	6	-5	21
CCOc1ccc(NC(=O)CN(C)C(=O)CSCc2c(C)noc2C)cc1OCC	-3	-6	6	-1	7	-9	-2	34
COCCCNC(=O)C(CC(N)=O)NC(=O)OCc1ccccc1 (stereo not drawn)	-2	-1	-4	5	-3	7	3	-1
Cc1ccc(Cl)c(OCCN2CCCC(C)C2)c1 (stereo not drawn)	-1	-10	-1	-8	2	9	6	1
O=C(c1ccco1)N1CCN(C(=O)c2sccc2-c2ccccc2)CC1	-1	2	1	9	6	-2	10	-1
CCCOc1ccccc1N/C(N)=N/c1nc(C)cc(C)n1	8	7	-3	-5	2	-17	4	24
O=c1cc(N2CCOCC2)[nH]c(=O)n1C1CCCCC1	2	-17	-2	0	3	12	4	-20
Cn1ccnc1SCC(=O)Nc1ccc([N+](=O)[O-])cn1	-1	-8	-2	-6	2	-2	5	-5
C[C@H](NC(=O)[C@@H]1Cc2ccccc2CN1)C(=O)NC1CCCC1	-7	-5	13	-1	4	1	-4	-20
O=[N+]([O-])c1ccc2c(c1)CNc1ccccc1O2	-9	-4	-2	1	2	5	-16	-18
COC(=O)CC1COc2ccccc2N1S(=O)(=O)c1ccc(Br)cc1 (stereo not drawn)	3	0	-4	4	1	24	14	1
Cn1c(C(=O)NCCCN2CCCCCC2)cc2c(=O)n(C)c3ccccc3c21	40	-4	-2	-9	9	9	-24	9
CC1c2cccn2CCN1S(=O)(=O)c1ccccc1 (stereo not drawn)	-11	-4	6	-6	-9	6	8	1
OC(COc1cccc2ccccc12)CN1CCCC1 (stereo not drawn)	6	-9	6	-6	-3	-18	1	8

Entries of single compounds, quoted from the list:
Profile of CC1c2cccn2CCN1S(=O)(=O)c1ccccc1 (stereo not drawn) → UBC13 polyUb = -11; CXCR6 inh = -4; APJ ag = 6; ATG4B inh = -6; EBI2 antag = -9; CCR6 antagonist = 6; APJ antag = 8; Gli-Sufu block = 1
Profile of Cc1ccc(S(=O)(=O)NCC(=O)NCC2CCCCC2)cc1C → UBC13 polyUb = 6; CXCR6 inh = 5; APJ ag = -4; ATG4B inh = -1; EBI2 antag = 6; CCR6 antagonist = 9; APJ antag = 12; Gli-Sufu block = -10
Profile of CCOC(=O)C1=C(C)NC(=O)NC1c1ccsc1 (stereo not drawn) → UBC13 polyUb = 14; CXCR6 inh = 7; APJ ag = -4; ATG4B inh = -11; EBI2 antag = -3; CCR6 antagonist = -10; APJ antag = 8; Gli-Sufu block = 3

An excerpt from above in order of formula weight, descending:
SMILES	UBC13 polyUb	CXCR6 inh	APJ ag	ATG4B inh	EBI2 antag	CCR6 antagonist	APJ antag	Gli-Sufu block
Cn1c(C(=O)NCCCN2CCCCCC2)cc2c(=O)n(C)c3ccccc3c21	40	-4	-2	-9	9	9	-24	9
O=c1cc(N2CCOCC2)[nH]c(=O)n1C1CCCCC1	2	-17	-2	0	3	12	4	-20
Cc1ccc(Cl)c(OCCN2CCCC(C)C2)c1 (stereo not drawn)	-1	-10	-1	-8	2	9	6	1

(list continues)
SMILES	UBC13 polyUb	CXCR6 inh	APJ ag	ATG4B inh	EBI2 antag	CCR6 antagonist	APJ antag	Gli-Sufu block
O=C(CCOc1ccccc1)Nc1ccnn1C1CCN(Cc2ccc(F)cc2)CC1	-5	0	3	2	2	6	1	16
N#CCCN(CCC#N)C(=O)COc1ccc(Cl)cc1Cl	-3	-10	-3	1	-1	9	3	2
NNC(=S)NC1CCCCC1	8	14	-4	-3	0	3	3	-2
N#CCSc1nc(Nc2ccc3c(c2)OCO3)c2ccccc2n1	19	-16	3	-9	-4	-15	-31	19
CC(C)(C)c1ccc(-c2noc(CCC(=O)N3CCOCC3)n2)cc1	5	-4	-1	-11	4	0	5	21
COCCCNC(=O)c1ccccc1Oc1ccccc1	6	2	2	2	-1	9	5	2
O=C(COC(=O)C12CC3CC(CC(Cl)(C3)C1)C2)Nc1ccccc1	1	1	-2	-11	-9	3	8	1
CCOc1ccc(-c2nnc(N)s2)cc1	-2	-12	-2	-8	-12	2	10	-55
Cc1oc(C(C)(C)C)cc1C(=O)NC(Cc1ccccc1)C(=O)O (stereo not drawn)	16	2	-4	3	2	-8	9	-26
O=C(CSc1nnc(COc2ccccc2)o1)N1CCCC1	7	-5	2	-3	0	-4	29	0
O=C(Nc1ccccc1)NC1CS(=O)(=O)CC1O (stereo not drawn)	9	-6	-4	-10	-14	-13	7	-7
Cc1ccc(S(=O)(=O)Nc2ccc3[nH]c(=O)[nH]c3c2)c(C)c1	2	3	1	-4	4	8	11	6
COc1cc(/C=N/NC(=O)COc2c(C)cc([N+](=O)[O-])cc2C)ccc1OC(=O)c1ccccc1Br	-12	3	0	2	6	3	-9	11
O=C(COc1ccccc1)N1CCN=C1SCc1ccccc1	-2	0	2	-6	-3	6	-3	2
COc1ccccc1NC(=O)C1CC(C)OC1=O (stereo not drawn)	4	9	0	6	-15	-12	4	0
CCN(CC)CCN1C(=O)C(=O)/C(=C(/O)c2ccc(S(=O)(=O)N3CCOCC3)cc2)C1c1ccc(C)cc1 (stereo not drawn)	-13	4	-2	-3	-7	13	10	-9
Cc1ccc(S(=O)(=O)N2CCC(C(=O)NC3CC(C)(C)NC(C)(C)C3)CC2)cc1C	5	-6	1	6	-4	7	10	11
Nc1cccc(S(=O)(=O)c2cccc(N)c2)c1	3	-3	-1	-6	6	-4	1	6
COc1ccccc1C(=O)Nc1cccc2c1CCCC2	14	7	-2	4	1	15	-7	-18
CCCCn1c(N)c(N(CC(C)C)C(=O)c2cccc(S(=O)(=O)N3CCCCC3)c2)c(=O)[nH]c1=O	-6	2	-5	0	-4	0	6	-3
COCOc1cc(O)c(C(=O)/C=C/c2ccc(OCOC)c(OCOC)c2)c(OCOC)c1	4	9	-3	-12	15	11	10	3
CCn1c(SCC(=O)NCc2cccs2)nc2c1c(=O)n(C)c(=O)n2C	1	8	-2	-1	-5	13	4	3
C#CCOCCOCCOCCNc1nc(N2CCOCC2)nc(N2CCN(C(=O)CCCCCCCCCCNC(=O)[C@H](CO)n3cc(CCCCCN)nn3)CC2)n1	62*	-4	5	-7	0	11	7	-15
CCCC(=O)NC(c1cccs1)c1cc(Cl)c2cccnc2c1O (stereo not drawn)	-35	6	-4	5	17	22	13	25
Cn1c(=O)c2[nH]c(=S)n(Cc3ccccc3)c2n(C)c1=O	x	2	x	0	-10	19	x	-1
CCc1ccccc1NC1=NCC(=O)N1Cc1ccc2c(c1)OCO2	-3	-1	-2	-3	10	9	-10	-22
Cc1cccc(NC(=O)CSCC(=O)N(C)Cc2ccc(Cl)c(Cl)c2)c1	28	-4	0	-9	-1	3	-47	2
O=C(/C(=C/O)N=Nc1ccccc1)c1ccncc1	-27	3	-5	9	1	-3	15	5
COc1ccc2nc3cc(Cl)ccc3c(Nc3cc(CN4CCCC4)c(O)c(CN4CCCC4)c3)c2n1	-88	-1	21	x	7	x	14	x
COc1cc(C2C3=C(CCCC3=O)Nc3[nH]n(-c4ccccc4)c(=O)c32)ccc1OC(C)=O (stereo not drawn)	-6	-7	-4	-4	3	1	9	-1
CCN1C(=O)C(O)(C2COC(C)(C)CC2=O)c2ccccc21 (stereo not drawn)	-7	-10	1	0	-1	-5	-5	2
Cc1ccc(Cl)c(OCC(=O)Nc2ccccc2N2CCCCC2)c1	-13	0	-2	-7	33	15	-41	-1
